Source: PubChem BioAssay (NCI)
All columns: NCI-60 one-dose screen, growth in % after 48 h at 10 µM unless noted; 100 = growth as untreated, 0 = no growth, -100 = all killed.
COLO 205: COLO 205 colon cancer; hit rate 7.3% among 79,000; AID 1794742
HCT-15: HCT-15 colon cancer; hit rate 5.2% among 82,000; AID 1794746
NCI-H322M: NCI-H322M lung cancer | hit rate 2.7% among 80,000
HCC-2998: HCC-2998 colon cancer. AID 1794799. hit rate 4.7% among 79,000
HCT-116: HCT-116 colon cancer. hit rate 7.3% among 82,000. AID 1794798
HT29: HT29 colon cancer. hit rate 7.4% among 81,000. AID 1794748
KM12: KM12 colon cancer cells; hit rate 5% among 82,000; AID 1794800
SNB-75: SNB-75 CNS cancer; hit rate 5% among 79,000
SW-620: SW-620 colon cancer. hit rate 5.2% among 82,000. AID 1794795
Active calls of the source: *; & = joins results of further samples; [ ] = remark or other dose. How the source made its calls: active means growth percent below 10; inactive means the rest.

How did Cc1cccc(C)c1OC(=O)c1ccccc1 do in these assays?
COLO 205: 109; HCT-15: 105; NCI-H322M: 107; HCC-2998: 107; HCT-116: 105; HT29: 103; KM12: 109; SNB-75: 91; SW-620: 98

How did CCOC(=O)c1cc(C(=O)c2cc(OC)cc(OC)c2)n2ccccc12 do in these assays?
COLO 205: 14; HCT-15: 26; NCI-H322M: 86; HCC-2998: 55; HCT-116: 12; HT29: 10; KM12: 24; SNB-75: 21; SW-620: 28

What do the screens show for `Cc1nc2sc(C(=O)Nc3cccc(Cl)c3C)c(N)c2cc1C(O)c1ccccc1` (configuration not stated)?
COLO 205: -0.8*; HCT-15: 12; NCI-H322M: 50; HCC-2998: 13; HCT-116: 8.6*; HT29: 12; KM12: 11; SNB-75: 59; SW-620: 24

What do the screens show for `COC(CC(F)F)c1cc2ccccc2s1` (configuration not stated)?
COLO 205: 120; HCT-15: 104; NCI-H322M: 105; HCC-2998: 108; HCT-116: 101; HT29: 96; KM12: 108; SNB-75: 89; SW-620: 100

What do the screens show for `O=C(NO)c1ccc(Cn2c(=O)n(CCc3ccccc3)c(=O)c3ccccc32)cc1`?
COLO 205: 4.2*; HCT-15: 29; NCI-H322M: 44; HCC-2998: 63; HCT-116: 4.2*; HT29: 42; KM12: 25; SNB-75: 54; SW-620: 21

How did CN(C)c1ccc(/C=C(\C#N)C(N)=O)cc1 do in these assays?
COLO 205: 107; HCT-15: 97; NCI-H322M: 101; HCC-2998: 110; HCT-116: 97; HT29: 103; KM12: 98; SNB-75: 78; SW-620: 103

How did Cc1c(OCC(F)(F)F)ccnc1CS(=O)c1nc2ccccc2[nH]1 (configuration not stated) do in these assays?
COLO 205: 98&98; HCT-15: 111&97; NCI-H322M: 100&102; HCC-2998: 104&104; HCT-116: 110&97; HT29: 103&100; KM12: 103&100; SNB-75: 108&108; SW-620: 108&108

What do the screens show for `CCOC(=O)c1cc(-c2ccc(Cl)cc2)n(-c2ccc(Cl)cc2Cl)c1C`?
COLO 205: 94; HCT-15: 86; NCI-H322M: 109; HCC-2998: 103; HCT-116: 80; HT29: 78; KM12: 94; SNB-75: 84; SW-620: 91

Results for C#CCOc1ccc2ncnc(Nc3cccc(CNC(=O)C=C)c3)c2c1 ?
COLO 205: 111[8.25 µM]; HCT-15: 104[8.25 µM]; NCI-H322M: 105[8.25 µM]; HCC-2998: 106[8.25 µM]; HCT-116: 104[8.25 µM]; HT29: 108[8.25 µM]; KM12: 109[8.25 µM]; SNB-75: 89[8.25 µM]; SW-620: 107[8.25 µM]

What do the screens show for `COc1ccc(-c2cn3c(ccc4ccccc43)n2)cc1`?
COLO 205: 112; HCT-15: 92; NCI-H322M: 87; HCC-2998: 109; HCT-116: 97; HT29: 108; KM12: 95; SW-620: 97

How did C=C1C(=O)O[C@H]2[C@H]1CC/C(COC(=O)/C=C\C(=O)O)=C\CC[C@@]1(C)O[C@@H]21 do in these assays?
HCT-15: 105; NCI-H322M: 105; HCC-2998: 104; HCT-116: 109; HT29: 108; KM12: 106; SNB-75: 79; SW-620: 105

Results for N#Cc1c(NC(=O)c2ccc(Cl)cc2)n[nH]c1Nc1ccccc1 ?
COLO 205: 112; HCT-15: 90; NCI-H322M: 103; HCC-2998: 126; HCT-116: 104; HT29: 112; KM12: 106; SNB-75: 111; SW-620: 101

What do the screens show for `CC(=O)c1ccccc1Nc1nccc(-c2ccc(Cl)cc2)n1`?
COLO 205: 114; HCT-15: 98; NCI-H322M: 95; HCC-2998: 123; HCT-116: 88; HT29: 95; KM12: 102; SNB-75: 89; SW-620: 101

What do the screens show for `COc1cc(/C=N/Nc2nnc3n2N=C(c2ccc(Cl)cc2)CS3)ccc1O`?
COLO 205: 100; HCT-15: 88; NCI-H322M: 98; HCC-2998: 98; HCT-116: 92; HT29: 101; KM12: 96; SNB-75: 77; SW-620: 96

How did CCOC(=O)C1=C(C)NC(C)=C(C(=O)OCC)C1c1ccc([N+](=O)[O-])s1 do in these assays?
COLO 205: 97; HCT-15: 96; NCI-H322M: 91; HCC-2998: 102; HCT-116: 90; HT29: 84; KM12: 90; SNB-75: 87; SW-620: 100

How did CC1=C(C(=O)Nc2ccccn2)C(c2cn(-c3ccccc3)nc2-c2ccccc2)C(C(=O)Nc2ccccn2)=C(C)N1 do in these assays?
COLO 205: 125; HCT-15: 100; NCI-H322M: 101; HCC-2998: 106; HCT-116: 94; HT29: 108; KM12: 100; SNB-75: 88; SW-620: 104

What do the screens show for `C=C(CNCCc1ccc(O)cc1)[C@@H]1CC[C@]2(CO)CC[C@]3(C)[C@H](CC[C@@H]4[C@@]5(C)CCC(=O)C(C)(C)[C@@H]5CC[C@]43C)[C@@H]12`?
COLO 205: -56*; HCT-15: 6.2*; NCI-H322M: 63; HCC-2998: 17; HCT-116: -86*; HT29: -43*; KM12: 1.2*; SNB-75: 91; SW-620: -50*

Results for C/C=C(/C)C(=O)O[C@@H]1CC(C)(C)CC2C34OC(=O)[C@@]21CC[C@@]3(C)[C@]1(C)CCC2C(C)(C)C(=O)CC[C@]2(C)C1C[C@@H]4O (some centres not stated) ?
COLO 205: 56; HCT-15: 38; NCI-H322M: 70; HCC-2998: 73; HCT-116: 29; HT29: 65; KM12: 52; SNB-75: 64; SW-620: 39

Results for O=C1Nc2ccccc2/C1=N/N=C/c1cccnc1 ?
HCT-15: 102; NCI-H322M: 102; HCC-2998: 110; HCT-116: 100; HT29: 104; KM12: 102; SNB-75: 80; SW-620: 92

Results for CCCn1cc(/C=N\N=C2\C(=O)Nc3ccccc32)c2ccccc21 ?
COLO 205: 97; HCT-15: 95; NCI-H322M: 100; HCC-2998: 109; HCT-116: 88; HT29: 91; KM12: 102; SNB-75: 66; SW-620: 89

3 compounds from above, arranged by formula weight, lowest first.
How did Cc1cccc(C)c1OC(=O)c1ccccc1 do in these assays?
COLO 205: 109; HCT-15: 105; NCI-H322M: 107; HCC-2998: 107; HCT-116: 105; HT29: 103; KM12: 109; SNB-75: 91; SW-620: 98

How did CCOC(=O)c1cc(C(=O)c2cc(OC)cc(OC)c2)n2ccccc12 do in these assays?
COLO 205: 14; HCT-15: 26; NCI-H322M: 86; HCC-2998: 55; HCT-116: 12; HT29: 10; KM12: 24; SNB-75: 21; SW-620: 28

How did Cc1c(OCC(F)(F)F)ccnc1CS(=O)c1nc2ccccc2[nH]1 (configuration not stated) do in these assays?
COLO 205: 98&98; HCT-15: 111&97; NCI-H322M: 100&102; HCC-2998: 104&104; HCT-116: 110&97; HT29: 103&100; KM12: 103&100; SNB-75: 108&108; SW-620: 108&108

Other structures:
Results for COc1ccc(N=Nc2c(N)nn3c(=O)c4cc5ccccc5oc4nc23)cc1 ?
COLO 205: 105; HCT-15: 107; NCI-H322M: 101; HCC-2998: 111; HCT-116: 102; HT29: 106; KM12: 100; SNB-75: 101; SW-620: 99

Results for COCC[C@H]1CCC/C=C/[C@@H]2C[C@H](O)C[C@H]2[C@H](O)/C=C/C(=O)O1 ?
COLO 205: -64*; HCT-15: 9.8*; NCI-H322M: 30; HCC-2998: 2.4*; HCT-116: -67*; HT29: -14*; KM12: -51*; SNB-75: 34; SW-620: -21*

What do the screens show for `COc1cccc(-c2nn(C(C)(C)C)cc2-c2ccnc(NCCNS(=O)(=O)c3ccc(C)cc3)c2)c1`?
COLO 205: 125; HCT-15: 106; NCI-H322M: 113; HCC-2998: 109; HCT-116: 101; HT29: 108; KM12: 102; SNB-75: 82; SW-620: 103

What do the screens show for `O=c1ccnc(SCc2ccc(Cl)cc2Cl)[nH]1`?
COLO 205: 107; HCT-15: 104; NCI-H322M: 104; HCC-2998: 105; HCT-116: 113; HT29: 112; KM12: 104; SNB-75: 95; SW-620: 106

How did CC(CC(O)CCCN(C)C)CC(C)(C)C (configuration not stated) do in these assays?
COLO 205: 107; HCT-15: 104; NCI-H322M: 110; HCC-2998: 92; HCT-116: 104; HT29: 104; KM12: 107; SNB-75: 99; SW-620: 112

Results for CC/C=C(\C)C(CCC)(CN=O)C(=O)OCC (configuration not stated) ?
COLO 205: 104; HCT-15: 100; NCI-H322M: 107; HCC-2998: 96; HCT-116: 92; HT29: 106; KM12: 112; SNB-75: 82; SW-620: 109

Results for CC(=O)N(O)C(C)C#Cc1cccc(NS(=O)(=O)c2ccc(F)cc2)c1 (configuration not stated) ?
COLO 205: 107; HCT-15: 84; NCI-H322M: 109; HCC-2998: 104; HCT-116: 88; HT29: 103; KM12: 72; SNB-75: 71; SW-620: 88

What do the screens show for `O=C(/C=C\c1ccccc1Cl)c1ccccc1`?
COLO 205: 120; HCT-15: 90; NCI-H322M: 104; HCC-2998: 95; HCT-116: 54; HT29: 92; KM12: 66; SNB-75: 87; SW-620: 83

How did COc1cc(/C=C/C(=O)N2CCN(C(=O)c3cc(OC)c(OC)c(OC)c3)CC2)ccc1OCCCOc1cc2c(cc1OC)C(=O)N1CCC[C@H]1C=N2 do in these assays?
COLO 205: -63*; HCT-15: 43; NCI-H322M: -5.9*; HCC-2998: -39*; HCT-116: 7.8*; HT29: 14; KM12: -20*; SNB-75: -48*; SW-620: 4.5*

What do the screens show for `O=C(COc1ccc(Cl)cc1)OCc1ccc(Cl)cc1`?
COLO 205: 104; HCT-15: 100; NCI-H322M: 121; HCT-116: 116; HT29: 113; KM12: 112; SNB-75: 90; SW-620: 107

What do the screens show for `CC(=O)NNC(=O)c1ccncc1`?
COLO 205: 108; HCT-15: 103; NCI-H322M: 116; HCC-2998: 102; HCT-116: 97; HT29: 118; KM12: 109; SNB-75: 114; SW-620: 118

Results for CC(C)c1[nH]ncc1-c1nc2ccc3[nH]ncc3c2c2c1CCCC2 ?
COLO 205: 7.8*; HCT-15: 37; NCI-H322M: 40; HCC-2998: 54; HCT-116: 12; HT29: 35; KM12: 17; SNB-75: -3.2*; SW-620: 16

What do the screens show for `CC(=O)O[C@H]1C[C@@H]2C(C)(C)C(=O)CC[C@@]2(C)c2ccc(C(C)C)cc21`?
COLO 205: 115; HCT-15: 105; NCI-H322M: 109; HCC-2998: 107; HCT-116: 105; HT29: 111; KM12: 98; SNB-75: 100; SW-620: 104

What do the screens show for `Cc1[nH]nc2c1C(c1cc(=O)oc3c1ccc1ccccc13)CC(=O)O2` (configuration not stated)?
COLO 205: 112; HCT-15: 105; NCI-H322M: 94; HCC-2998: 100; HCT-116: 106; HT29: 95; KM12: 106; SNB-75: 75; SW-620: 103

How did COc1ccc(/C=C/C(=O)c2cc(C(=O)/C=C/c3ccc(OC)cc3)n3cccc(C)c23)cc1 do in these assays?
COLO 205: 115; HCT-15: 103; NCI-H322M: 87; HCC-2998: 119; HCT-116: 92; HT29: 105; KM12: 105; SNB-75: 102; SW-620: 112

How did Cc1ccc(N2CCC(=O)NC2=S)c(C)c1 do in these assays?
COLO 205: 105; HCT-15: 102; NCI-H322M: 96; HCC-2998: 102; HCT-116: 96; HT29: 109; KM12: 104; SNB-75: 80; SW-620: 94

How did COc1ccc2[nH]cc(-c3nnc(N)nc3-c3cn(C)c4ncc(Br)cc34)c2c1 do in these assays?
COLO 205: 102; HCT-15: 69; NCI-H322M: 78; HCC-2998: 80; HCT-116: 80; HT29: 83; KM12: 75; SNB-75: 32; SW-620: 88

What do the screens show for `Nc1cc2c(cc1Cl)-c1ccc(Cl)cc1C2=O`?
COLO 205: 95; HCT-15: 100; NCI-H322M: 103; HCC-2998: 101; HCT-116: 76; HT29: 98; KM12: 96; SNB-75: 90; SW-620: 96

Results for Cc1ccc(CSc2nc(Cl)c(C#N)c(-c3ccc(Cl)cc3)n2)cc1 ?
COLO 205: 120; HCT-15: 99; NCI-H322M: 101; HCC-2998: 114; HCT-116: 111; HT29: 110; KM12: 103; SNB-75: 108; SW-620: 102

Results for O=C(O)c1ccc(-c2nn(-c3ccc(C(F)(F)F)cc3)cc2C(c2oc(CO)cc(=O)c2O)c2oc(CO)cc(=O)c2O)cc1 ?
COLO 205: 106; HCT-15: 99; NCI-H322M: 98; HCC-2998: 92; HCT-116: 84; HT29: 112; KM12: 92; SNB-75: 70; SW-620: 86

Structural class: those above with a thiophene ring, fused or not
What do the screens show for `Cc1nc2sc(C(=O)Nc3cccc(Cl)c3C)c(N)c2cc1C(O)c1ccccc1` (configuration not stated)?
COLO 205: -0.8*; HCT-15: 12; NCI-H322M: 50; HCC-2998: 13; HCT-116: 8.6*; HT29: 12; KM12: 11; SNB-75: 59; SW-620: 24

What do the screens show for `COC(CC(F)F)c1cc2ccccc2s1` (configuration not stated)?
COLO 205: 120; HCT-15: 104; NCI-H322M: 105; HCC-2998: 108; HCT-116: 101; HT29: 96; KM12: 108; SNB-75: 89; SW-620: 100

How did CCOC(=O)C1=C(C)NC(C)=C(C(=O)OCC)C1c1ccc([N+](=O)[O-])s1 do in these assays?
COLO 205: 97; HCT-15: 96; NCI-H322M: 91; HCC-2998: 102; HCT-116: 90; HT29: 84; KM12: 90; SNB-75: 87; SW-620: 100
